aSyn yeast inh = rescues yeast growth from alpha-synuclein toxicity; Yeast expressing alpha-synuclein, growth rescue, BacTiter-Glo, 24 h; Potency, µM (top dose mostly 46.1 µM), for the others: at the top dose growth rescue (activation), hits mostly activators; 370,000 compounds, 0.14% hits; AID 652106; note: potency is the fitted concentration of half-maximal effect; % of control where 0% means no effect; nearly all actives have a fitted effect of over 65% in size
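Readout is rescue of growth in alpha-synuclein-expressing yeast, so inhibitors of toxicity appear as activators. Growth after 24 hr at 30 deg C in galactose medium is quantified by luminescence.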
pAkt inh = inhibitors of Akt phosphorylation. Neuro2A IGF-stimulated pAkt S473 HTRF, 20 min; stronger effect = lower value. activity change, % for hits at 50 µM. 360,000 compounds, 0.32% hits; in the data active = activity change below about -80%; inconclusive = mostly about -51% to -80%; note: % is set by controls: 0 for no effect and ±100 for the full control effect
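Single-point screen (50 µM final compound) in Neuro2A cells stimulated 20 min with 6 nM IGF at 37 deg C. After lysis, Ser473-phosphorylated Akt read by HTRF (ex 330 nm, em 615/665 nm) as the 665/615 ratio.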
PTHR1 ag = PTHR1 (human) receptor agonism; Q03431; HEK293 GP2 PTHR1 cells, GloSensor cAMP luminescence, 1 h; Potency, µM (doses to about 115 µM), for inactives: at the highest dose activation, usual class: activators; 410,000 compounds, 0.075% hits; AID 743266; note: potency is the fitted concentration of half-maximal effect; nearly all actives have a fitted effect of over 55% in size; some results filed as inactive show a strong effect at the top dose; inactives centre near -15; many of its hits are not listed in these tables
Target sequence (Q03431 whole entry, looked up): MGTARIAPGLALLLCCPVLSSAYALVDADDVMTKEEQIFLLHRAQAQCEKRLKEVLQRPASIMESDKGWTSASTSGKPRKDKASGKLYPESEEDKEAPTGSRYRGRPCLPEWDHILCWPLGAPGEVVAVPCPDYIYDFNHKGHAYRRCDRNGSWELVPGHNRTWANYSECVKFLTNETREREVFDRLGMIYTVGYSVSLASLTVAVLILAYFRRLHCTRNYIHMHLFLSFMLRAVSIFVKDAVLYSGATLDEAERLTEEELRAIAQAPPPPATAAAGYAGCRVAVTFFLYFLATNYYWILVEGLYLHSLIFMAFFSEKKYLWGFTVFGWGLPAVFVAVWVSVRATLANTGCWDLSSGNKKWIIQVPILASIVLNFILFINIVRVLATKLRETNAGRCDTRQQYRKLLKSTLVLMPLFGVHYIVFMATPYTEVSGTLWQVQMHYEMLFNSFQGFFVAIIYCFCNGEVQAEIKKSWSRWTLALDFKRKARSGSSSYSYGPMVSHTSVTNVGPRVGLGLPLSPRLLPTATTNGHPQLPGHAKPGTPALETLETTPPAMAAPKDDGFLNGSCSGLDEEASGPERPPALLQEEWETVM
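HEK-293-derived GP2 cells expressing PTHR1 and a GloSensor cAMP reporter, 3,000/well, plated overnight, given luciferin plus IBMX (each 0.5 mM as added) for 1 h at 37 °C, then compound for 1 h at 37 °C. Luminescence was read after 15 min at room temperature.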
Mm-Cpn inhibitor = M. maripaludis TRiC chaperonin inhibition. purified Mm-Cpn ATPase, ADP Transcreener TR-FRET. Potency, µM (top dose mostly 76.9 µM), without a hit: at the highest dose activity, negative = inhibition, most hits filed as inhibitors. 330,000 compounds, 0.031% hits. AID 504842; note: potency is the fitted concentration of half-maximal effect; % is set by controls: 0 for no effect and ±100 for the full control effect; nearly all actives have a fitted effect of over 80% in size
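Measured: ADP formation by purified Mm-CPN. Conditions: 25 nM protein, 10 uM ATP, Tris pH 7.4 with Mg2+, K+ and DTT, 37°C for 30 min. Detection: Transcreener HTRF after 30 min at room temperature.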
GLP-1R inv ag = GLP-1 receptor (human) inverse agonism | HEK293 GLP-1R CRE-luciferase, luminescence, 24 h; GLP-1R form is constitutively active | Potency, µM (highest dose often 38.3 µM), inactives show at the highest dose activity change, negative = inhibition, usual class: inhibitors | 410,000 compounds, 1.6% hits | AID 624417; note: potency is the fitted concentration of half-maximal effect; % is set by controls: 0 for no effect and ±100 for the full control effect; nearly all actives have a fitted effect of over 55% in size
Target sequence (P43220 whole entry, looked up): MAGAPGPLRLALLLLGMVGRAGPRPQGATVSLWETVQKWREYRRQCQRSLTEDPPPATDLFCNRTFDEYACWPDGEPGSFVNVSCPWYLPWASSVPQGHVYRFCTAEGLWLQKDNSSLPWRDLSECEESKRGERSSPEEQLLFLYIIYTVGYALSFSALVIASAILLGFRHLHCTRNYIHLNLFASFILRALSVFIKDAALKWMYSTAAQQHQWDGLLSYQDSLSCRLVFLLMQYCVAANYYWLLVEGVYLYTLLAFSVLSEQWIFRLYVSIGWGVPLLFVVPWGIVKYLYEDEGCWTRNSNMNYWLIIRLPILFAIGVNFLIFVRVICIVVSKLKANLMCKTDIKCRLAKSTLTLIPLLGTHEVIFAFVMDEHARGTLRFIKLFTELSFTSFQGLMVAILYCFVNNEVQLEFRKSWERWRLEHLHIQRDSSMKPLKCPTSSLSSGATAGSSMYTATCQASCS
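qHTS in 1536-well format: reporter HEK293 cells expressing constitutive GLP-1R activity in DMEM + 10% Nu serum, 24 hr with compounds at 37 deg C, luminescence read after 12 min with detection reagent.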
TDP-43 yeast inh = rescues yeast growth from TDP-43 toxicity; TDP-43 expressing yeast growth rescue, BacTiter-Glo, 24 h; Potency, µM (series often up to 46.1 µM), for the others: at the top dose growth rescue (activation), most hits filed as activators; 410,000 compounds, 1.8% hits; note: potency is the fitted concentration of half-maximal effect; % of control where 0% means no effect; nearly all actives have a fitted effect of over 50% in size
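In this qHTS, compounds that restore growth of yeast expressing TDP-43 appear as activators. Cells (OD600=0.02, galactose medium, raffinose-pregrown) are incubated with compound 24 hr at 30 deg C and growth is quantified by BacTiter-Glo.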
FUS suppressor = FUS proteinopathy suppression in yeast | S. cerevisiae FUS-expressing, growth rescue, OD600, 24 h | Potency, µM (highest dose often 76.6 µM), inactives show at the highest dose growth rescue (activation), actives largely listed as activators | 390,000 compounds, 0.24% hits;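 note: potency is the fitted concentration of half-maximal effect; plate controls were DMSO vehicle for no effect and reference control for full effect; nearly all actives have a fitted effect of over 55% in size; some results filed as inactive show a strong effect at the top dose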
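Steps: raffinose overnight preculture; dilution to OD 0.005 in 2% galactose minimal medium; compound addition (concentration series); 24hr at 30C, 99% humidity; absorbance read at 600 nm.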
HEK293 tox = cytotoxicity counter-screen for GLP-1 receptor inverse agonists | Potency, µM (doses to about 38.3 µM), inactives show top-dose activity change, negative = inhibition, actives largely listed as inhibitors | AID 624418 | HEK293 cAMP-luciferase reporter cells, luminescence, 24 h | 410,000 compounds, 0.13% hits;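 note: loss of luciferase light is scored as toxicity; potency is the fitted concentration of half-maximal effect; % is set by controls: 0 for no effect and ±100 for the full control effect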
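1536-well qHTS counterscreen of the MLSMR; 200 cells/uL, 12 h pre-incubation, 23 nL cpd, 24 h at 37 deg C 5% CO2, luciferase detection reagent, 12 min RT, luminescence. Inhibition = undesired.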
Abeta yeast res = compounds reversing amyloid beta toxicity in yeast. yeast expressing A-beta42, growth rescue, OD600, 48 h; response scale: 0% DMSO, 100% iron-clioquinol control. Potency, µM (titrated, usually from 46.1 µM), for inactives: at the highest dose growth rescue, actives largely listed as activators. 410,000 compounds, 0.063% hits. AID 1347071; note: potency is the fitted concentration of half-maximal effect; nearly all actives have a fitted effect of over 55% in size
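Yeast A-beta toxicity model in growth medium with pinned compounds, 48 h at 30 C; growth read as absorbance at 600 nm. Normalized to FeCl3/clioquinol equimolar mix (positive) and DMSO (negative).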
* = called active by the depositor; i = inactive; ? = inconclusive; · = not tested or not shown; [ ] = another dose, or the depositor's remark. Unless noted, calls come from the whole dose curve; as a rule, active = well fitted curve in the direction sought with a large enough effect; inconclusive = small, poorly fitted or top-dose-only effect, or another doubt; inactive = no such curve, though single readings can be large; an effect the other way counts as inactive or inconclusive.

#	compound	TDP-43 yeast inh	GLP-1R inv ag	PTHR1 ag	HEK293 tox	pAkt inh	Mm-Cpn inhibitor	aSyn yeast inh	FUS suppressor	Abeta yeast res
1	O=C(NC(=S)N1CCOCC1)c1ccc([N+](=O)[O-])cc1	-1%	-23%	?	-19%	i	3%	-3%	·	0%
2	CN(Cc1ccno1)Cc1cn(Cc2ccccc2)nc1-c1ccc2c(c1)OCO2	-16%	0%	i	1%	i	1%	-8%	·	-1%
3	O=C(CN(Cc1ccccc1)C(=O)CNS(=O)(=O)c1ccc(F)cc1)NCc1ccco1	-18%	-3%	i	13%	i	3%	-3%	-1%	-13%
4	Cc1cc(C)cc(NC(=O)COCc2cc(-c3ccc4c(c3)OCO4)on2)c1	20%	2%	-7%	1%	·	·	·	-21%	-4%
5	CC(=O)c1nn(-c2cccc(Br)c2)cc1C(=O)c1ccc(Br)cc1	8%	6%	i	2%	i	·	4%	-3%	21%
6	O=C(c1ccco1)N(Cc1ccc([N+](=O)[O-])cc1)c1ccc(Cl)cc1	22µM*	?	-16%	4%	i	1%	10%	4%	-18%
7	Cc1ccnc(SCc2cn3c(C)cc(C)nc3n2)n1	15%	20%	-11%	0%	i	-1%	0%	-6%	-9%
8	CC(=O)N1CCN(S(=O)(=O)c2cccc(C(=O)Nc3ccc(OC(F)F)cc3)c2)CC1	-31%[inhibitor]	?	-9%	0%	i	0%	2%	35%	-19%
9	Cc1nc(-c2cccc(F)c2)sc1CCNC(=O)c1c(F)cccc1Cl	17%	5%	-41%[inhibitor]	7%	·	·	·	4%	0%
10	CSc1ccc(/C=C2/C(=N)N3N=C(CC(=O)N4CCCC4)SC3=NC2=O)cc1	-16%	-7%	-3%	-3%	i	2%	-8%	25%	6%
11	O=C(O)C(Cc1ccccc1)Nc1ccc([N+](=O)[O-])cc1[N+](=O)[O-] (stereo not drawn)	11%	1%	i	97%[activator]	i	-2%	-10%	13%	8%
12	CCC(C)Cn1c(COc2ccc(OC)cc2)nc2ccccc21 (stereo not drawn)	?	-21%	i	0%	·	·	·	-8%	20%
13	C[C@H]1O[C@@H](O[C@H]2CC[C@@]3(C)C(CC[C@]4(C)C3C=CC3=C5CC(C)(C)CC[C@]5(CO)[C@H](O)C[C@]34C)[C@]2(C)CO)[C@H](O)[C@@H](O[C@@H]2O[C@H](CO)[C@@H](O)[C@H](O)[C@H]2O)[C@H]1O (stereo partly drawn)	13%	12%	i	-7%	i	1%	3%	?	2%
14	O=C(CS(=O)(=O)c1cn(CC(=O)N2CCOCC2)c2ccccc12)NCc1ccccc1	9%	22%	-7%	3%	i	·	4%	9%	-3%
15	CN(C(=O)Cn1cc(S(=O)(=O)Cc2ccccc2Cl)c2ccccc21)c1ccccc1	4%	?	-35%[inhibitor]	-27%	·	·	·	?	10%
16	CCOC(=O)C1=C[C@@H](C(C)C)N(S(=O)(=O)c2ccc(C)cc2)[C@H]1c1ccccc1F	7%	?	-67%[inhibitor]	24%	i	·	-12%	28%	15%
17	O=[N+]([O-])c1ccc(NC(=S)N2CCc3ccccc32)cc1	?	?	-31%[inhibitor]	?	i	2%	1%	8%	?
18	O=C(Nc1cccc(C(F)(F)F)c1)Nc1ccon1	20µM*	?	i	-1%	i	-1%	-11%	9%	28%
19	C=CCNC(=O)CSc1nc2sccc2c(=O)n1-c1ccccc1	-7%	0%	-22%	2%	i	-3%	0%	8%	0%
20	COC(=O)c1c(NC(=O)c2ccccc2[N+](=O)[O-])sc2c1CC(C)(C)NC2(C)C	-20%	?	-15%	?	i	-11%	16%	5%	-2%
21	CCOC(=O)C1=C(COC(=O)c2cccnc2SC)NC(=O)NC1C (stereo not drawn)	22%	47%[activator]	-24%	5%	i	1%	1%	12%	2%
22	CC1CCN(c2ccc(-c3ccc(NC(=O)C(F)(F)F)cc3)nn2)CC1	5%	?	-15%	-7%	i	-1%	-12%	4%	-6%
23	Cc1ccc(OCCC(=O)OCC(=O)Nc2cc(S(=O)(=O)N(C)C)ccc2C)cc1	-1%[0.397 µM]	-25%	i	-24%	i	2%	9%	17%	5%
24	CCOC(=O)N(C)C[C@H]1OCc2cnnn2CCCC(=O)N([C@@H](C)CO)C[C@@H]1C	12%	-5%	-16%	-5%	i	·	3%	4%	-6%
25	CN(C)S(=O)(=O)c1ccc(NC(=O)c2ccncc2)cc1	-7%	15%	i	-1%	i	-2%	-4%	-16%	2%

Values in list order from the entries so far.
Compounds 21 to 24 in GLP-1R inv ag read 47%[activator], ?, -25%, -5%
Compounds 21 to 24 in TDP-43 yeast inh read 22%, 5%, -1%[0.397 µM], 12%

New compounds follow
#	compound	TDP-43 yeast inh	GLP-1R inv ag	PTHR1 ag	HEK293 tox	pAkt inh	Mm-Cpn inhibitor	aSyn yeast inh	FUS suppressor	Abeta yeast res
26	Cc1ccc(S(=O)(=O)c2cc3c(=O)n4ccccc4nc3n(Cc3ccco3)c2=N)cc1C	-10%	26%	0%	248%[activator]	i	-5%	-1%	41%	-7%
27	CCN1CCCC1CNC(=O)Cn1cnc2ccc(S(=O)(=O)N3CCC(C)CC3)cc2c1=O (stereo not drawn)	9%	-6%	i	7%	i	2%	5%	8%	13%
28	O=C(COC(=O)[C@@H]1CC(O)CN1S(=O)(=O)c1ccc2c(c1)OCCO2)Nc1cc(F)ccc1F (stereo partly drawn)	?	0%	-13%	-38%	i	-1%	8%	-5%	0%
29	CCN(C(=O)CSc1nc(C)nc2sc(C)c(C)c12)c1ccc(F)cc1	-4%	-1%	-23%	5%	i	1%	0%	5%	12%
30	COC(=O)c1ccccc1NC(=O)CN(Cc1ccccc1)S(C)(=O)=O	-14%	7%	-8%[57.5 µM]	8%	·	0%	3%	13%	18%
31	CC1CC(C)CN(C(=O)COC(=O)C2CCN(S(=O)(=O)c3ccc4c(c3)OCCO4)CC2)C1 (stereo not drawn)	7%	-8%	-23%	-8%	i	-2%	2%	27%	9%
32	Nc1c(C(=O)O)sc2nc3c(cc12)CCCC3	5%	-3%	-8%	3%	i	-1%	0%	31%	13%
33	Nc1nnc(SCC(=O)Nc2sc3c(c2C(=O)c2ccccc2)CCCC3)s1	17%	?	-41%[inhibitor]	-8%	i	?	-4%	?	-18%
34	O=C(COc1ccccc1F)Nc1ccc(OCc2cc(=O)n3ccccc3n2)cc1	3%	5%	?	0%	·	·	·	4%	-16%
35	COCCNc1oc(/C=C/c2cccc(OC)c2)nc1S(=O)(=O)c1ccccc1	12%	-5%	-1%	6%	i	·	-2%	?	6%
36	OC(CNc1nc(-c2cccnc2)nc2ccccc12)c1ccccc1 (stereo not drawn)	-8%	?	-2%	-21%	i	-2%	-2%	33%	-25%
37	CS(=O)(=O)N1CCN(c2ccccc2NC(=O)c2cc(Br)ccc2Cl)CC1	0%	-20%	-8%	8%	i	0%	6%	8%	17%
38	Cc1ccc(S(=O)(=O)NC(=O)NCCCCNC(=O)NS(=O)(=O)c2ccc(C)cc2)cc1	-6%	-29%	i	-11%	i	-1%	-7%	-9%	-8%
39	O=C(NCC1CCCO1)c1ccc2c(=O)n(CC3CCCO3)c(=S)[nH]c2c1 (stereo not drawn)	15%	-4%	i	6%	i	-1%	-2%	25%	3%
40	COc1ccccc1OCC(=O)N1CCCC(Nc2cccc(F)c2)C1 (stereo not drawn)	24%	-27%	i	2%	i	1%	4%	15%	-2%
41	COc1ccc(C(=O)OCc2cc(C)ccc2C)cc1S(=O)(=O)N1CCCC1	19%	?	-3%	10%	i	-2%	19%	·	-2%
42	CSc1nc(-c2ccc(Cl)cc2)nn1S(=O)(=O)c1ccc(Cl)cc1	2%	35%[activator]	-16%	-3%	i	0%	-8%	3%	9%
43	O=C(NCCCn1cccn1)C1CCC(=O)N(Cc2cccc(C(F)(F)F)c2)C1 (stereo not drawn)	10%	2%	i	?	i	-3%	5%	-15%	-4%
44	O=C(CCC1CCCCC1)NCCN1C2=NC[C@H](Cc3ccccc3)N2C[C@H]1Cc1ccc(O)cc1	-3%	-1%	11%	-2%	i	·	-15%	3%	5%
45	Cc1cc(-c2ccc3c(c2)COc2c4ccccc4nn2-3)on1	-5%	17%	-70%[inhibitor]	-1%	i	·	1%	0%	-20%
46	COc1cccc(C(=O)N2C(C(C)C)COc3cc(Br)ccc3S2(=O)=O)c1 (stereo not drawn)	8%	?	-46%	-24%	i	·	3%	5%	0%
47	C=CCN1C(=O)C2(OCCCO2)c2ccccc21	14%	42%[activator]	-10%	17%	i	1%	1%	-1%	5%
48	CC(=O)NCCn1c(SCC(=O)NCc2ccco2)nc2ccccc2c1=O	-16%	53%[activator]	i	7%	i	1%	0%	26%	-4%
49	CS(=O)(=O)N(C(=O)NC(=O)NC12CC3CC(CC(C3)C1)C2)C1CCCCC1	-3%	?	-3%	-1%	i	2%	0%	-14%	-8%
50	Cc1[nH]c2ccccc2c1C(=O)CSc1nc2ccccc2c(=O)n1CCCN1CCOCC1	-10%	?	-29%[57.5 µM]	-22%	i	3%	-1%	-1%	-5%
51	CC(C)C(C)NC(=O)COc1ccc(-c2ccccc2)cc1 (stereo not drawn)	-8%	?	-48%[inhibitor]	-24%	i	3%	9%	36%	-3%
52	COc1ccc(S(=O)(=O)N(C)CC(=O)N2CCN(C)CC2)cc1Cl	13%	15%	-18%	-8%	i	-11%	1%	-10%	0%

Some of the compounds tested, so the mix of outcomes need not match the whole.
